Screening results deposited in PubChem BioAssay by National Center for Advancing Translational Sciences (NCATS).
p53ts 32C tox = kills p53ts cells at the permissive temperature. H1299-p53A138V at 32C, ATP luminescence viability, 24 h. Potency, µM (highest dose often 46.1 µM), for the others: at the top dose activity change, negative = cytotoxicity, hits mostly cytotoxic. 130,000 compounds, 0.93% hits. AID 924;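 also: 0% = DMSO and -100% = full killing by reference compound; nearly all actives have a fitted effect of over 55% in size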
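ATP-content luminescence (ATPlite) read-out after 24 h compound exposure at 32C in H1299-p53A138V cells (600/well). Tested up to 46 uM. Normalized to DMSO (0%) and 100 uM tamoxifen (100% killing); Hill-fit AC50.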
p53ts 39C tox = cytotoxicity in p53ts cells at nonpermissive temperature. Potency, µM (doses to about 46.1 µM), for inactives: at the top dose activity change, negative = cell killing, actives largely listed as cytotoxic. H1299-p53A138V viability at 39C, ATP luminescence, 24 h. 130,000 compounds, 1.5% hits; also: nearly all actives have a fitted effect of over 55% in size
Imprint erasure = genomic imprint erasure induction | AID 1948 | Potency, µM (highest dose often 60.7 µM), inactives show at the top dose activity change, positive = activation, most hits filed as activators | mouse ES Peg3-LacZ reporter, beta-gal luminescence, 40 h | 110,000 compounds, 0.02% hits;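 also: 0% = negative control wells on the plate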
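Imprint erasure is scored as LacZ activity from the silenced maternal Peg3 allele in feeder-free female ES cells cultured 40 h with LIF. Luminescence is normalized to in-plate negative controls and fitted to the Hill equation.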
IkB sig inh = inhibitors of IkB signaling in ABC-DLBCL cells | ABC-DLBCL IkBa-CBG/CBR dual luciferase ratio, 4 h; response scale: scaled: untreated 0%, proteasome inhibitor 100% | Potency, µM (series often up to 57.1 µM), for inactives: at the top dose IkBa stabilization activation | 110,000 compounds, 0.04% hits | AID 445; active = well fitted curve in the direction sought with a large enough effect in the signal ratio, not every such curve was filed as active; inconclusive = small, poorly fitted or top-dose-only effect, or a change in a side signal; the % refers to the signal ratio;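 also: the direction sought is a rising ratio; 0% = basal untreated cells and 100% = reference inhibitor full response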
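Luminescence ratio of IκBα-fused green versus native red beetle luciferase in OCI-Ly3 cells, 4 h post-doxycycline with compound; red signal alone, scaled from basal (0%) to zero light (-100%), flagged nonspecific or cytotoxic effects.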
* marks the source's active call; other numbers are inactive results; ? = inconclusive; / = not tested or not shown; & = joins results of further samples; [ ] = remark or other dose. Unless noted, calls follow the shape of the dose curve; as a rule, active = well fitted curve in the direction sought with a large enough effect; inconclusive = small, poorly fitted or top-dose-only effect, or another doubt; inactive = no such curve, though single readings can be large; an effect the other way counts as inactive or inconclusive. Unless noted, % is scaled to controls: 0 for no effect and ±100 for the full control effect; potency is read from the fitted curve at half-maximal effect.

Value order – p53ts 32C tox, p53ts 39C tox, Imprint erasure, IkB sig inh
> O=C(CCn1nc(-c2ccccc2)ccc1=O)NCCCN1CCCCCC1
  3.2%, 6.0%, -17.6%, 0.1%
> Cc1ccc(Cl)cc1N1CCN(C(=O)C2CCCN(S(=O)(=O)c3ccc(Br)s3)C2)CC1 (centres undefined)
  16.2%, -7.0%, -13.3%[10.9 µM], 6.4%
> Cc1nc2ccc3[nH]snc3c2n1
  9.4%, 7.8%, -3.7%, 2.3%
> COc1ccc(NC(=O)N(Cc2nnc3n2CCCCC3)c2ccc(OC)c(Cl)c2)cc1
  15.3%, 22.7%, 3.4%[10.9 µM], 0.0%
> O=C(COc1ccc(-n2cnnn2)cc1)NCCc1ccc(F)cc1
  -17.9%, 15.0%, 1.5%, -0.6%
> Cn1c(=O)c2c(nc(NCc3ccccc3)n2Cc2ccccc2Cl)n(C)c1=O
  -5.6%, 10.7%, -8.9%[10.9 µM], -3.9%
> O=C(Nc1ccc(F)cc1Cl)c1ccc2c(=O)n3c(nc2c1)CCCCC3
  -0.7%, -3.0%, -0.4%, -0.7%
> Cn1c(=O)n(-c2cccc(Cl)c2)c(=O)n1C
  6.5%, 11.7%, -6.7%, 1.3%
> Cc1noc(/C=C/c2ccco2)c1S(=O)(=O)N1CCC(C(=O)N2CCc3ccccc3C2)CC1
  1.3%, -0.9%, -13.7%, 7.5%
> CCc1ccc(N2C(=O)CSC23C(=O)N(Cc2ccc(C)cc2)c2ccccc23)cc1 (centres undefined)
  27.5%, 6.0%, -6.0%[10.9 µM], ?
> COc1cccc(CNC(=O)C2CCCN(S(=O)(=O)c3ccc4c(ccn4C)c3)C2)c1OC (centres undefined)
  -5.8%, -16.2%, -10.0%[10.9 µM], ?
> C=CCOc1cccc(C2/C(=C(/O)c3ccc(Cl)cc3)C(=O)C(=O)N2CCN2CCOCC2)c1 (centres undefined)
  1.2%, -2.5%, -16.0%, 4.0%
> COc1ccc2cc3c(N)c(C(=O)NCc4ccco4)sc3nc2c1
  -12.8%, -19.1%, -25.7%, -0.6%
> CC(C)c1ccc(Nc2c(-c3ccc(N(C)C)cc3)nc3cnccn23)cc1
  1.4%, 4.0%, -5.9%[10.9 µM], -1.5%
> O=C(CSc1nc2c([nH]c3ccccc32)c(=O)n1-c1cccc(Cl)c1)N1CCOCC1
  -0.6%&1.2%, 4.3%&-17.1%, -20.1%, ?
> CN(C)S(=O)(=O)c1ccc(C(=O)N2CCCC2c2nc3ccccc3s2)cc1 (centres undefined)
  -1.5%, -9.2%, -13.6%, 0.2%
> COc1ccc(-c2cc3c(=O)n(CC(=O)Nc4cc(C)ccc4C)ccn3n2)cc1
  -10.7%, -21.4%, -9.6%[10.9 µM], -1.4%
> Cc1cccc(NC(=O)CSc2nc(N)cc(N)n2)c1
  3.9%, 22.5%, /, /
> CC(=O)c1c(C)oc2ccc(N(C(=O)Oc3ccccc3)S(=O)(=O)c3ccc(Cl)cc3)cc12
  -6.9%, 11.3%, -6.6%[10.9 µM], ?
> Cc1cccc2[nH]c(-c3ccc(NC(=O)c4ccco4)cc3)nc12
  ?, -15.8%, /, 3.9%
> O=C(NC1CCCCC1)c1ccc(S(=O)(=O)NCc2ccco2)cc1
  -4.6%, -5.5%, -10.2%, 2.2%
> CCc1cc2c(cc3c(=O)n(CC(=O)NCc4cccc(Cl)c4)nc(CC)n32)s1
  9.6%, -2.3%, 8.4%[10.9 µM], -3.1%
> CCCC(=O)NC(C)C(c1cccs1)N1CCN(C)CC1 (centres undefined)
  5.4%, 7.6%, 4.0%, 1.2%
> CCN1CCN(Cc2ccc(NC(=O)Nc3ccc(OC)cc3)cc2)CC1
  -19.0%, -8.7%, -7.6%, 0.9%
> Cc1ccc(SCCNC(=O)CN2C(=O)c3ccccc3S2(=O)=O)cc1
  -3.0%, -7.0%, -6.1%, 3.8%
> COc1cc(NC(=O)CS(=O)(=O)c2ccc(C)cc2)cc(OC)c1OC
  4.7%, 4.7%, -7.0%, 3.5%
> COC(=O)c1cc2oc(C)cc2n1Cc1c(C)cc(C)cc1C
  8.6%, -1.1%, 8.7%[10.9 µM], 0.3%
> Cc1nc2cc(C(=O)NCCN3CCOCC3)ccc2n1-c1ccc(F)cc1F
  -10.2%, 10.6%, -7.3%, -1.3%
> CCOC(=O)c1cccc(NC(=O)c2cnc3ccccc3n2)c1
  13.3%, -15.6%, -16.8%, 1.0%
> CCCc1cnc2c(c1SCC(=O)Nc1c(C)cc(C)cc1C)c(=O)n(C)c(=O)n2C
  -2.1%, 23.7%, ?, 1.0%
> O=C(O)c1ccc2[nH]c3c(c2c1)CSCC3
  -0.4%, 6.4%, -6.7%, -6.9%
> CCn1cc2nc(SCC(=O)Nc3ccc(C)cc3C)n(Cc3ccc(C)cc3)c(=O)c2n1
  -21.4%, ?, -25.5%[10.9 µM], 1.1%
> O=C(NCCN1CCOCC1)c1cn(CCc2ccccc2)nn1
  0.3%, 7.1%, -2.5%, 1.1%
> CCOC(=O)c1c(C)[nH]c(C)c1S(=O)(=O)N1CCC(C(=O)NCc2ccc(OC)cc2)CC1
  -0.8%, 26.7%, 13.9%[10.9 µM], -0.8%
> Cc1cc(C(=O)Nc2ccc3c(c2)OCCO3)co1
  10µM*, 15.8µM*, /, /
> c1ccc(-c2ccc(OCCOCCn3cncn3)cc2)cc1
  -17.7%, ?, 7.7%, 4.5%
> Cc1ccc(CN2C(=O)C(=O)c3cc(Br)cc(C)c32)cc1
  ?, 10µM*, -23.1%[10.9 µM], ?
> O=C(NCc1nnc(SCC(=O)N2CCCC2)o1)c1c(F)cccc1Cl
  15.2%, 9.7%, -0.7%, -1.3%
> Cc1nonc1NC(=O)CSc1nnc(-c2ccoc2C)n1CC(C)C
  5.1%, -3.7%, 5.9%, 0.2%
> COc1cccc(-c2nn(C)c3sc(C(=O)NCc4ccc(C)o4)cc23)c1
  4.4%, -6.5%, -17.7%, ?

The final three compounds of the part before lead into the next.
Value order – p53ts 32C tox, p53ts 39C tox, Imprint erasure, IkB sig inh
> O=C(NCc1nnc(SCC(=O)N2CCCC2)o1)c1c(F)cccc1Cl
  15.2%, 9.7%, -0.7%, -1.3%
> Cc1nonc1NC(=O)CSc1nnc(-c2ccoc2C)n1CC(C)C
  5.1%, -3.7%, 5.9%, 0.2%
> COc1cccc(-c2nn(C)c3sc(C(=O)NCc4ccc(C)o4)cc23)c1
  4.4%, -6.5%, -17.7%, ?
> O=C1CN=C(Nc2cccc(C(F)(F)F)c2)N1C1CCCC1
  -7.4%, -12.1%, -0.5%, 0.0%
> COc1ccc(C(=O)NCc2ccc3c(c2)CCN3C(C)=O)c(OC)c1
  2.8%, -7.3%, 6.9%[10.9 µM], 0.8%
> Cc1cccc(NC(=O)CCNS(=O)(=O)c2ccc3c(c2)CCCC(=O)N3)c1C
  4.3%, -13.2%, 3.8%[10.9 µM], ?
> CN(C)CC1CCCCC1C1(O)c2ccccc2CSc2sccc21 (centres undefined)
  -11.9%, -10.3%, /, /
> Cc1cc(-c2ccc(S(=O)(=O)Nc3ccccc3F)s2)on1
  -1.2%, -14.8%, 5.7%[10.9 µM], -0.6%
> Cc1nnc(NC(=O)CSCc2cc(=O)c3cc(Cl)ccc3[nH]2)s1
  5.4%, -14.1%, 25.5%[10.9 µM], -0.6%
> O=C1CCCC/C1=C\Nc1ccccc1C(=O)O
  -1.6%, 2.0%, -4.3%, 7.4%
> Clc1ccc2nc(-c3cccs3)c(Nc3ccc4c(c3)OCCO4)n2c1
  -6.6%, -19.7%, -15.8%[10.9 µM], -0.8%
> O=C(Nc1c(C(=O)Nc2cccc3ccccc23)cnn1-c1ccccc1)c1ccco1
  -6.4%, -8.9%, /, /
> O=S(=O)(c1ccc2c(c1)OCCO2)N1CCN(c2nc3ccccc3s2)CC1
  -8.3%, -11.0%, -5.8%, 4.2%
> COc1ccc(N2C(=O)CC(NC3CCCCNC3=O)C2=O)cc1 (centres undefined)
  -7.7%, 23.4%, /, /
> COc1cccc(Nc2nnc(SCC(=O)N3CCOCC3)s2)c1
  -20.1%, -18.1%, -43.2%[inhibitor], 0.8%
> CCn1c(SCC(=O)Nc2cc(NC(C)=O)ccc2OC)nnc1-c1ccncc1
  0.9%, 13.2%, -2.3%, -0.1%
> CS(=O)(=O)CCCCN=C=S
  42.5%[activator], -8.7%, -10.6%, /
> CCc1ccc(NC(=O)c2ccc3c(c2)N(Cc2ccc(C)cc2)CCS3)cc1
  -12.7%, 10.5%, -13.0%[10.9 µM], 0.6%
> COC(=O)c1ccc(NC(=O)CCc2c(C)nc3c(c2C)c(=O)n(C)c(=O)n3C)cc1
  -0.6%, -9.8%, -8.2%[10.9 µM], -0.7%
> NC1=NCCCC1
  -1.4%, -4.6%, -7.3%, 0.4%
> CC1O[C@@H](O[C@H]2C(Oc3cc(O)c4c(c3)OC(c3ccc(O)cc3)CC4=O)OC(CO)C(O)C2O)C(O)C(O)C1O (some centres undefined)
  3.7%, 2.7%, -8.1%, /
> CC12CCC(c3c(C(=O)O)nn(-c4ccccc4)c31)C2(C)C (centres undefined)
  8.5%, 10.3%, -8.2%, -0.8%
> Cc1ccc(Nc2ncc(C(=O)N3CCN(c4ccc(F)cc4)CC3)c3ccccc23)cc1Cl
  5.7%, 10.2%, -11.7%[10.9 µM], ?
> COCC(=O)N1CCC[C@@]2(CCN(C(=O)Nc3cccc(F)c3)C2)C1
  -8.2%, -6.9%, /, 1.3%[11.4 µM]
> CC(=O)c1c(C)oc2ccc(NS(=O)(=O)c3ccc(O)c(C(=O)O)c3)cc12
  1.1%, 8.3%, -3.7%, 2.8%
> COc1ccc(C(C(=O)NCc2ccccc2)N(C(=O)Cn2nnc3ccccc32)c2cccc(OC)c2)cc1 (centres undefined)
  -7.2%, -6.1%, 9.7%[10.9 µM], 0.1%
> CC1CCN(S(=O)(=O)c2cc(C(=O)NCc3ccc(F)cc3)n(C)c2)CC1
  3.2%, -7.8%, -3.5%[10.9 µM], ?
> COCCCN1C(=O)C(O)=C(C(=O)c2ccc(C)o2)C1c1cccc(Br)c1 (centres undefined)
  2.1%, 12.9%, /, /
> N#Cc1ccc(CSc2nc3c(c(=O)[nH]2)CCCC3)cc1
  -13.7%, 30.1%[activator], -10.6%[10.9 µM], 0.4%
> COC(=O)C1=C(c2ccccc2)c2ccccc2S(=O)(=O)N1CC(=O)Nc1cc(C)ccc1C
  4.5%, 0.3%, -13.9%[10.9 µM], ?
> CCNc1nc(NC(C)(C)C)nc(N2CCCC2)n1
  -14.6%, -10.8%, /, /
> CCCN1CCc2nc(N3CCN(C)CC3)ncc2C1
  -0.3%, 12.7%, 13.6%[10.9 µM], 0.1%
> CCOc1ccc(NC(=O)c2c(NC(=O)c3ccccc3F)sc3c2CCC3)cc1
  0.8%, 10.0%, -9.8%[10.9 µM], 2.5%
> O=C(OC(C(=O)NCc1cccs1)c1ccccn1)c1cccs1 (centres undefined)
  -4.2%, 3.6%, -2.2%, 1.5%
> COc1ccc(NC(=O)c2cc3cc(C)ccc3[nH]2)cc1
  ?, -1.8%, -12.0%[10.9 µM], 2.4%
> O=c1oc2cc(N=Cc3ccc4c(c3)OCO4)ccc2c2ccccc12
  6.1%[9.22 µM], -0.3%[9.22 µM], -7.1%[10.9 µM], -1.4%[11.4 µM]
> COc1ccc(OC)c(CCNC(=O)CCn2c(=O)c3cccn3c3ccc(F)cc32)c1
  -8.5%, ?, -5.5%[10.9 µM], ?
> COc1ccc(CN2CCCC(C(=O)N(C)Cc3ccccc3)C2)cc1OC (centres undefined)
  -14.2%, -13.9%, -15.8%, 0.5%

Random excerpt: 2 compounds from above, in no set order.
Value order – p53ts 32C tox, p53ts 39C tox, Imprint erasure, IkB sig inh
> Cn1c(=O)n(-c2cccc(Cl)c2)c(=O)n1C
  6.5%, 11.7%, -6.7%, 1.3%
> N#Cc1ccc(CSc2nc3c(c(=O)[nH]2)CCCC3)cc1
  -13.7%, 30.1%[activator], -10.6%[10.9 µM], 0.4%
